MsrA act: bovine MsrA enzyme activators, primary screen, biochemical, absorbance, HTS; Methionine sulfoxide reductase A (Bos taurus); purified bovine MsrA, absorbance read-out; activation, % at 10.6 µM; actives 0.3% (n = 360,000); in the data active = activation above about 7.5%;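 also: 0% = vehicle and 100% = reference activator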
STEP inh: STEP phosphatase inhibitors, primary screen, biochemical, fluorescence intensity, uHTS; recombinant STEP, OMFP fluorogenic substrate; inhibition, % at 20 µM; actives 0.25% (n = 360,000); AID 588621, 2011;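 active = inhibition at 20 µM, scaled per plate between control wells, above about 37%, limit read from the data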;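 also: 0% = DMSO with enzyme and substrate and 100% = substrate only without enzyme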
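Also added – OMFP at 25 µM · Test system – STEP tyrosine phosphatase · Technique – FITC-channel fluorescence of OMFP product · Schedule – 20 min at room temperature, dark · Evaluation – control-normalized % inhibition with plate pattern correction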
SUMO1-SIM PPI: modulators of SUMO1 protein-protein interactions, primary screen, biochemical, uHTS. Small ubiquitin-related modifier 1 (Homo sapiens), P63165. SUMO1 binding to a labelled peptide, TR-FRET, 1 h. inhibition, % at 20 µM. actives 0.33% (n = 360,000). AID 602429, 2012; in the data active = inhibition above about 37%
TbMetRS inhib: T. brucei MetRS inhibitors, primary screen, biochemical, luminescence. purified T. brucei MetRS, ATP depletion, Kinase-Glo luminescence. actives 0.4% (n = 360,000). inhibition, % at 11.9 µM. methionyl-tRNA synthetase (Trypanosoma brucei brucei). AID 624268, 2012;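 active = inhibition above a per-plate cutoff of the control wells' mean inhibition plus 3 SD, cut at about 5.5% in these data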;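 also: 0% = DMSO wells median and 100% = median of wells with control inhibitor compound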
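Material: parasite MetRS enzyme / Replication: singlicate, one well per compound / Signal: luminescence of leftover ATP / Schedule: 2 h aminoacylation at 25 °C after 15 min preincubation / Medium: HEPES-MgCl2-KCl buffer plus DTT, spermine, BSA, pyrophosphatase / Doses: 11.9 µM single point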
LMPTP inh: LMPTP phosphatase inhibitors, primary screen, biochemical, fluorescence intensity, uHTS; Low molecular weight phosphotyrosine protein phosphatase (Homo sapiens), P24666; AID 651560, 2012; inhibition, % at 20 µM; actives 0.22% (n = 360,000); recombinant LMPTP-A, OMFP fluorogenic substrate;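 active = compounds that cut the enzyme signal by at least half of the control window in the single-dose screen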;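 also: plate controls were DMSO wells with enzyme plus substrate for no effect and substrate without enzyme for full effect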
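Test system: LMPTP-A phosphatase enzyme; input: 0.625 nM LMPTP-A final; reagent: OMFP substrate, 400 µM final; compound dosing: 20 µM single dose, 3% DMSO; incubation: 50 min dark incubation at room temperature; measured by: endpoint fluorescence intensity from OMFP dephosphorylation; measure: % inhibition relative to no-enzyme and uninhibited control wells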
E coli Lon inh: inhibitors of E. coli Lon protease, primary screen, biochemical, fluorescence polarization | purified E. coli Lon protease | inhibition, % at 7.94 µM | actives 0.42% (n = 360,000); in the data active = inhibition above about 13%, passing the limit was not always enough;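 also: 0% = enzyme with probe and DMSO and 100% = no enzyme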
Scp-1 inhibitor: Scp-1 phosphatase inhibitors, primary screen, biochemical, colorimetric, uHTS; inhibition, % at 20 µM; Carboxy-terminal domain RNA polymerase II polypeptide A small phosphatase 1 (Homo …; Recombinant Scp1, phosphopeptide, malachite green phosphate absorbance; actives 0.88% (n = 340,000);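 active = inhibition above about 50% at 20 µM, limit read from the data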;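 also: plate controls were DMSO wells with enzyme for no effect and wells lacking enzyme for full effect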
Target sequence (Q9GZU7 76-261 limits assumed): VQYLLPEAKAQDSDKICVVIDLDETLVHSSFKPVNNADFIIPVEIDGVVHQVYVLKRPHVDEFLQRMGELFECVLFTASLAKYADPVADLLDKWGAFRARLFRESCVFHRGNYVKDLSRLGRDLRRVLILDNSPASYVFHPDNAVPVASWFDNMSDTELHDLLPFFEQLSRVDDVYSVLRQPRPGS
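Test system: SCP-1 catalytic domain; Buffer or medium: Acidic Tris acetate buffer with magnesium and detergent; Also added: Phosphorylated 17-residue peptide substrate; Compound: single 20 µM dose, 1% DMSO; Schedule: enzyme reaction 45 min at room temperature, colour 5 min, stabilisation 30 min; Signal: Phosphate-binding colour reagent, absorbance read at 630 nm.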
DNMT1 inh: human DNMT1 methyltransferase inhibitors, primary screen, biochemical, molecular beacon, fluorescence, HinP1I cleavage, uHTS | actives 0.83% (n = 360,000) | inhibition (reported as % activation of signal), % at 10 µM | AID 588458, 2011 | DNA (cytosine-5)-methyltransferase 1 (Homo sapiens), P26358; in the data active = inhibition above about 50%
MsrA inh: bovine MsrA enzyme inhibitors, primary screen, biochemical, absorbance, HTS; Methionine sulfoxide reductase A (Bos taurus); purified bovine MsrA, absorbance read-out; inhibition, % at 15.5 µM; actives 0.75% (n = 360,000); in the data active = inhibition above about 4.5%;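 also: 0% = vehicle wells with enzyme and 100% = reference inhibitor wells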
NRP1-CendR mod: modulators of CendR peptide binding to NRP-1, primary screen, biochemical, fluorescence polarization, uHTS | Neuropilin-1 (Homo sapiens), O14786 | FAM-RPARPAR peptide binding to NRP-1 | inhibition, % at 25 µM | actives 0.85% (n = 360,000);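 active = inhibition or corrected inhibition above about 18%, plus a signal ratio from 0.5 to 1.5, limit read from the data, passing the limit was not always enough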; also: strong numbers were not always called active
Target sequence (O14786 whole entry, looked up): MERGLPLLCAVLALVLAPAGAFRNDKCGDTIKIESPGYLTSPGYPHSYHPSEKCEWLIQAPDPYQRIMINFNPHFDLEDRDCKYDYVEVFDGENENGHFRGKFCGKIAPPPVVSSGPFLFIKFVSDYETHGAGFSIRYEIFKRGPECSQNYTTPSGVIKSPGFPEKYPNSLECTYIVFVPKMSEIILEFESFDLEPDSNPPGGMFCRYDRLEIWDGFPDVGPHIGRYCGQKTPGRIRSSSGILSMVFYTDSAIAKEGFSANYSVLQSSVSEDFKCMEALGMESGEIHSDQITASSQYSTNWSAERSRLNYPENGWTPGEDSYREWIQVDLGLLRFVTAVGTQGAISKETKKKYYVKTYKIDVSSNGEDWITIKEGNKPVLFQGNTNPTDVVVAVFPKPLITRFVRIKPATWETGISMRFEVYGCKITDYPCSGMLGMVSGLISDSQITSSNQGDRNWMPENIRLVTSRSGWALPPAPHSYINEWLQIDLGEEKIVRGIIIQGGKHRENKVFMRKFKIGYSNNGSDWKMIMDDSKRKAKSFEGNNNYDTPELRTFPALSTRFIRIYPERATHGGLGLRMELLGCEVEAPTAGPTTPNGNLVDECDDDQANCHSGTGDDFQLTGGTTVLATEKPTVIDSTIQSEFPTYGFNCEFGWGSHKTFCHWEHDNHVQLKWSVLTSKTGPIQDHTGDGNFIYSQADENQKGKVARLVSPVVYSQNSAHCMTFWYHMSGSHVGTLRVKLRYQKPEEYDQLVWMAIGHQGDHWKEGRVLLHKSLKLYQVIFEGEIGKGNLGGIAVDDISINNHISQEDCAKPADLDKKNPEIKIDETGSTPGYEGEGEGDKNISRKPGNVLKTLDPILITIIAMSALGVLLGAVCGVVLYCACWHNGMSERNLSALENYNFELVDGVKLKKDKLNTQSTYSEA
* hit, by the source's call; x = not tested or not shown.

The line under a structure holds: MsrA act	STEP inh	SUMO1-SIM PPI	TbMetRS inhib	LMPTP inh	E coli Lon inh	Scp-1 inhibitor	DNMT1 inh	MsrA inh	NRP1-CendR mod
O=C(O)CSc1ccc(S(=O)(=O)N2CCCC2)cn1
  -1	-2	0	-0.4	2.1	-3	-5	-5	-0.9	3
CCCN1C(=O)c2ccccc2NC1c1ccc(Cl)c(Cl)c1 (stereo not drawn)
  -4	-1	4	-0.3	2.2	-7	-14	2	1.9	8
CCN(CC(=O)NC(C)C)C(=O)c1ccc(Cl)cc1
  -4	-2	3	0.1	-2.2	-3	3	-1	-0.4	1
CC[C@H]1C=C[C@@H](C(C(=O)OC)C(=O)OC)CN1C(C)=O
  0	0	2	-0.6	-2.5	3	-5	4	-0.4	-17
Cc1ccc(OCC(=O)NCCCNC(=O)c2cccnc2)cc1C
  -1	3	5	-0.1	-1.3	8	4	-2	1.1	14
CCOc1ccc(Nc2nc3c(c(=O)[nH]2)CCCC3)cc1
  -7	0	2	-0.3	-0.9	-2	3	1	0.8	0
CC(C)c1ccc(/C=c2\sc3nc(-c4ccncc4)nn3c2=O)cc1
  -2	3	32	-0.4	-1.5	6	-5	-4	-0.5	-18
O=C(CCCSc1nc(-c2ccco2)cc(C(F)(F)F)n1)Nc1ccc2c(c1)OCO2
  -1	5	-4	-0.8	6.1	-2	-9	-10	0.8	3
O=C(NC1CCCCC1)c1n[nH]c2c1CC(c1ccccc1)CC2 (stereo not drawn)
  -3	2	5	-0.4	-1.1	-6	1	8	-1.2	10
CC1(C)c2[nH]c3ccccc3c2C[C@@H]2C(=O)N(c3cc(F)ccc3F)C(=O)N21
  -2	2	1	-0.1	2.1	5	-2	-11	-0.5	-13
CCOC(=O)N1CCC(NC(=O)Cn2nc(-c3ccccc3)ccc2=O)CC1
  -10	-2	-11	-1.2	0.0	-9	-3	3	-0.5	2
Cc1cc2oc(=O)cc(CN3CCN(S(=O)(=O)c4cccs4)CC3)c2cc1C
  0	0	1	0.5	1.5	8	-5	-2	0.1	-2
COc1ccc(NC(=O)CCCCC(=O)Nc2ccc(OC)cc2)cc1
  -5	-3	0	-0.6	-1.4	5	-4	33	1.3	-1
CN(Cc1ccccc1)c1oc(COc2ccccc2F)nc1C#N
  -1	-3	4	0.3	2.8	3	-16	-1	1.2	4
Cc1nn(Cc2ccccc2)c(Cl)c1C(=O)NCCc1ccccc1
  -12	2	4	-0.8	0.4	1	-9	4	-2.2	-5
COc1ccc(NC(=O)C(CC(C)C)NS(=O)(=O)c2ccc3c(c2)CCN3C(C)=O)cc1OC (stereo not drawn)
  1	-6	4	-0.6	-1.8	-3	-5	-2	0.9	1
Cc1nn2c(Nc3ccc(F)cc3)c3c(nc2c1-c1ccccc1)CCC3
  -2	-4	2	-0.3	-0.8	3	3	6	-0.6	-7
Cc1ccc(C)c(N2CCN(C(=O)CCc3nc(-c4ccccc4C)no3)CC2)c1
  0	1	3	0.1	6.1	2	-1	0	0.1	-4
CC(C)(C)OC(=O)N1CCCC(C(=O)Nc2ccc(C(=O)NCCc3ccccc3)cc2)C1 (stereo not drawn)
  -2	-2	8	-0.5	-0.3	0	-8	-4	0.8	5
COc1ccc(CSc2nnc(-c3ccncc3)n2C)cc1F
  6	1	-2	-0.9	-0.1	2	-9	2	-0.3	18

Fetched by compound from above:
The line under a structure holds: MsrA act	STEP inh	SUMO1-SIM PPI	TbMetRS inhib	LMPTP inh	E coli Lon inh	Scp-1 inhibitor	DNMT1 inh	MsrA inh	NRP1-CendR mod
COc1ccc(NC(=O)CCCCC(=O)Nc2ccc(OC)cc2)cc1
  -5	-3	0	-0.6	-1.4	5	-4	33	1.3	-1
CCOc1ccc(Nc2nc3c(c(=O)[nH]2)CCCC3)cc1
  -7	0	2	-0.3	-0.9	-2	3	1	0.8	0

Additional results
The line under a structure holds: MsrA act	STEP inh	SUMO1-SIM PPI	TbMetRS inhib	LMPTP inh	E coli Lon inh	Scp-1 inhibitor	DNMT1 inh	MsrA inh	NRP1-CendR mod
COc1ccc(/C=N/OCC(=O)N(Cc2ccc(OC)cc2)c2ccccc2C(=O)O)cc1
  -1	-2	0	-0.3	-0.8	2	-3	2	1.4	16
Cc1nccn1CCC1CCCCN1C(=O)CCc1nnc(-c2ccsc2)o1 (stereo not drawn)
  -4	-1	0	-0.1	-0.7	0	3	2	0.4	3
CN(Cc1cc2ccccc2[nH]c1=O)C(=O)c1cccs1
  -2	8	2	0.8	-0.2	-8	-6	6	1.4	9
O=C(CSc1ccc2nnc(-c3cccnc3)n2n1)Nc1ccc(F)cc1F
  -8	-1	-13	-0.3	-1.5	-15	2	4	-0.3	-1
O=C(Nc1cccnc1)C1CCN(S(=O)(=O)c2cccs2)CC1
  0	0	3	0.1	-0.4	-10	-6	2	-0.7	-13
Cc1ccccc1Nc1nc(N)nc(CSc2nnc(C)n2C)n1
  -4	-3	-1	-0.1	-0.1	1	-4	1	1.3	6
COc1ccc(C(=O)/C=C/C(=O)N(Cc2ccccc2OC)C(C(=O)NC2CCCCC2)c2ccncc2)c(O)c1 (stereo not drawn)
  -2	0	-4	-0.7	1.0	11	2	-4	0.2	-8
Cc1ccc(C(=O)NCC(=O)N2CCN(c3ccccc3O)CC2)s1
  -6	0	-5	0.0	1.4	5	x	-10	-0.6	14
COc1cc(C(C)=O)ccc1OCC(O)CN1CCN(c2cc(C)cc(C)c2)CC1 (stereo not drawn)
  -2	1	1	-0.8	-1.2	-2	14	4	-1.1	-1
COc1cc2c(c(OC)c1OC)-c1ccc(OC)c(=O)cc1[C@@H](NC(C)=O)CC2
  -10	-3	-17	-1.4	0.9	4	-14	2	1.9	1
Nc1nonc1C(=O)NCCNC(=O)c1cccs1
  -2	2	-5	-0.2	-1.2	2	-15	1	-0.6	-4
CCn1cc(C(=O)NCCCN2CCCCCC2)c(=O)c2cc(S(=O)(=O)N3CCc4ccccc4C3)ccc21
  -3	3	1	-0.7	27	2	3	15	-0.1	-20
CC1(C(=O)NS(=O)(=O)C2CC2)CCN(C(=O)c2ccc3c(c2)OCO3)C1 (stereo not drawn)
  -2	3	0	-0.3	-2.0	4	x	5	0.1	8
CCN1C(=O)CC(C(=O)OC)=C1C
  -1	-1	-1	-0.1	1.4	-3	-6	-2	1.6	-5
COc1ccccc1NNC(=O)C(O)(c1ccccc1OC)c1ccccc1OC
  -3	2	0	-0.8	-0.2	-9	-1	1	-0.2	-8
CCOC(=O)C(C(C)=O)C(c1ccc(OC)cc1)C(C(C)=O)C(=O)OCC (stereo not drawn)
  -6	-4	-3	-0.6	-1.6	-3	-9	4	-0.2	0
O=C(NCCCN=C1NS(=O)(=O)c2ccccc21)c1ccc(Cl)cc1
  -3	1	-2	1.0	-0.9	6	-2	1	0.1	12
COc1ccc(NC(=O)Cc2ccc(Cl)c(Cl)c2)cn1
  -11	-3	-4	-1.3	1.6	6	2	9	-0.4	1
CN(C)C(CNC(=S)Nc1cccc(Cl)c1)c1cccnc1 (stereo not drawn)
  1	-1	5	0.3	-2.8	-2	-6	-3	-0.4	-4
O=C(NCC1CCCO1)c1ccc(COc2ccc(Cl)cc2)cc1 (stereo not drawn)
  -12	0	-7	-1.1	0.1	-8	1	0	1.4	0
CN(C)S(=O)(=O)n1cc(/C=C(\NC(=O)c2ccccc2)C(=O)N2CCCC2)c2ccccc21
  -9	-2	-4	-0.6	0.6	5	-5	1	0.6	8
CC1C(=O)C(C)C(c2cccc(Br)c2)NC1c1cccc(Br)c1 (stereo not drawn)
  -3	4	-3	-0.4	3.2	-1	2	-1	2.3	10
CC1CCCC(NC(=O)COC(=O)c2cccc(NS(=O)(=O)/C=C/c3ccccc3)c2)C1C (stereo not drawn)
  3	2	2	-0.5	2.3	-3	-7	12	0.1	4
CN(Cc1ccccn1)Cc1nc(COc2ccccc2)no1
  -3	3	3	0.0	-0.4	4	-9	-2	-0.6	10
O=C(NCc1nc2ccccc2[nH]1)C1=C[C@H](c2coc3ccccc3c2=O)C[C@H](OCc2ccc(CO)cc2)O1
  -2	3	24	24*	4.8	-20	0	-15	1.2	13
O=C(CSc1nc(-c2ccccc2)nn1C(=O)c1ccccc1)Nc1cccc([N+](=O)[O-])c1
  -1	-1	-22	18*	-2.0	8	-10	-4	0.3	-5
O=C(CC(Cc1ccccc1)C(=O)O)Nc1cccc(C(F)(F)F)c1 (stereo not drawn)
  -10	-5	3	-1.3	0.0	2	-3	5	-1.3	4
Cc1cccc(OCC(=O)N(C)c2c(N)n(Cc3ccccc3)c(=O)[nH]c2=O)c1C
  -3	1	-2	-0.4	1.1	-1	-3	0	1.0	8
CCCn1cnc2c(=S)nc(N)[nH]c21
  3	-1	1	0.3	-3.9	6	-2	0	3.2	-4
CCc1ccccc1NC(=O)c1cc2ncc(Br)cn2n1
  -1	-4	5	-0.6	0.1	-4	7	10	-0.6	-15
COc1ccc(CCNC/C=C/c2ccccc2)cc1
  6	-2	-2	0.2	-1.8	-4	-2	0	-0.7	2
Cc1cccc(NC(=O)c2cc(NC(=O)C3CCCCC3C(=O)O)ccc2Cl)n1 (stereo not drawn)
  -8	-6	2	-1.1	-1.5	-1	-1	1	-0.4	15
COC(=O)C1CCN(CC(=O)N(C)c2c(N)n(Cc3ccccc3)c(=O)[nH]c2=O)CC1
  -3	-1	3	-0.2	0.3	-11	-5	-1	0.0	3
O=C(C1CCCCC1)N(Cc1ccccc1)c1ccccn1
  -3	0	-1	-0.5	-2.0	1	-2	1	0.0	-6
Cc1cc(C(=O)OCC(=O)c2cccs2)ccc1[N+](=O)[O-]
  -3	3	-29	-0.5	1.4	-7	-11	1	-0.3	2
O=C(O)c1ccccc1NC(=O)C1CCN(S(=O)(=O)c2cccc3nsnc23)CC1
  -5	-4	-23	-0.1	0.0	-2	-3	4	1.1	12
Cc1cccc(NC(=S)NNC(=O)COc2ccc(Cl)cc2Cl)c1
  0	-1	4	0.7	-0.2	-10	-5	1	-0.6	-1

From PubChem
